# High-throughput results: PubChem BioAssay, Sanford-Burnham Center for Chemical Genomics
# TAG inh: inhibitors of triacylglycerol accumulation; H9c2 cells, Nile Red lipid (TAG) fluorescence; cells loaded with 200 µM oleic acid; inhibition, % at 12.5 µM; 230,000 compounds, 0.66% hits; AID 651582;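 active = pattern-corrected inhibition of lipid staining of at least 50% with the nuclear-stain viability signal not falling by more than 50%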;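 note: 0% = DMSO wells and 100% = triacsin C control wells; some results filed as inactive read as strong as hits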
# TAG inh DAPI viability: also measured in TAG inh; calls as there; DAPI nuclei signal change (viability), lower = more cytotoxic, %;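 whole-well DAPI fluorescence read on a plate reader as a viability signal; minus 50 percent equals half of cells still viable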
# The depositor's hits bear a star; i = inactive. These rows are one share of the data; rates above refer to the full screens.
SMILES,TAG inh,TAG inh DAPI viability
CNC[C@H]1OCCCC[C@H](C)Oc2ccc(NC(=O)CCCN(C)C)cc2C(=O)N([C@H](C)CO)C[C@@H]1C,-18,10
CC1(C(=O)NS(=O)(=O)c2cccc(Cl)c2)CCN1C(=O)COc1ccc(Cl)cc1 (configuration not stated),-1,-1
COC(=O)c1cc(=O)nc2sccn12,-8,5
COc1ccc([N+](=O)[O-])cc1N(CC(=O)Nc1ccccc1C(=O)N1CCCC1)S(C)(=O)=O,9,0
O=C(Nc1ccc2c(c1)OCCO2)c1cncc(Br)c1,9,-8
O=C(c1ccccc1)c1ccc(COC(=O)c2cnccn2)cc1,11,-14
O=C(N[C@@H](Cc1c[nH]c2ccccc12)C(=O)O)c1ccc(Cl)cc1,-6,0
CCOC(=O)c1c(-c2ccccc2)nnn1-c1nc(OCC)nc(N2CCCCC2)n1,9,0
CCCCCOC(=O)CCN1C(=O)/C(=C2\SC(=S)N(CCC(=O)OCCCCC)C2=O)SC1=S,-8,0
O=C(c1cc2ccccc2oc1=O)N1CCCC1,14,-7
CCCCOc1ccc(S(=O)(=O)NC(=O)C2(C)CCN2C(=O)Cc2cccs2)cc1 (configuration not stated),-1,-2
Fc1cc(F)cc(NC(=S)Nc2ccccc2N2CCOCC2)c1,-7,-3
CN(C)CCCN(C(=O)c1ccc(S(=O)(=O)N2CCOCC2)cc1)c1nc2cc3c(cc2s1)OCO3,12,2
Cc1ccc(C)c(NC(=O)c2cc([N+](=O)[O-])cc([N+](=O)[O-])c2)c1,6,-7
C/C(=N/OC(=O)c1ccc(Cl)cc1Cl)c1oc(C)nc1C,-20,21
COc1ccc(OC)c(S(=O)(=O)N2CCc3ccccc3C2)c1,0,-1
COc1ccccc1-c1sc2cc3c(cc2c1-c1ccc(OCCN2CCCCC2)cc1)OCO3,63*,-0.8*
CC(C)(C)NC(=O)CSc1nc2ccccc2c(=O)[nH]1,5,-1
CC(C)c1ccc(S(=O)(=O)N2CCN(C(=O)c3ccco3)CC2)cc1,0,1
CCCCn1c(NCc2ccccc2O)nc2ccccc21,-18,2
CCOc1ccc(C(=O)CN2CCN(S(=O)(=O)c3ccc(F)cc3)CC2)cc1,-1,-5
O=S1(=O)C=CC(N2CCOCC2)C1 (configuration not stated),-13,18
CCOC(=O)C1=NN(c2ccccc2)C2C(=O)N(c3ccccc3OC)C(=O)C12 (configuration not stated),-8,4
N#CCCN(C(=O)CSc1nc2ccccc2c(=O)[nH]1)c1ccc(F)cc1,11,6
O=C(CCSCc1ccc(Cl)cc1)NCc1ccco1,0,4
Cc1cnc(CN(C)C(=O)C2CCC(=O)N(CCc3ccc(Cl)cc3)C2)[nH]1 (configuration not stated),2,3
CC(=O)Nc1ccc2nc(-c3cccn3C)[nH]c2c1,3,4
CCCOc1ccc2oc(=O)c3c(c2c1)CCCN3C(=O)CN1CCN(c2ncccn2)CC1,11,-9
CCOC(=O)C1=C(C)NC(=O)NC1c1ccccc1OCc1c(F)cccc1Cl (configuration not stated),-15,-2
COc1ccc(CNC(=O)c2onc(C)c2Cl)cc1,-2,-5
CN(C)CCNC(=O)c1cccc(-c2cnc3c(NC=O)cc(-c4cccc(C(F)(F)F)c4)cn23)c1,55*,-5.4*
S=C1NCCc2ccccc2C1c1ccccc1Cl (configuration not stated),-16,9
Cc1ccc(-n2c(SCC(=O)N3Cc4ccccc4CC3C(=O)O)nnc2-c2cccnc2)c(C)c1 (configuration not stated),-4,1
CCC(C)C(NC(=O)C(C)NC(=O)CNC(=O)OC(C)(C)C)C(N)=O (configuration not stated),10,-4
COc1ccc(NC(=O)c2sc3nc(C)cc(C)c3c2N)c(OC)c1,-11,18
Cc1ccc(Cn2c(NS(=O)(=O)c3ccccc3)nc3ccccc32)cc1,11,-1

# A different layout for part of the listing above:
# Below each SMILES – TAG inh | TAG inh DAPI viability
- CCC(C)C(NC(=O)C(C)NC(=O)CNC(=O)OC(C)(C)C)C(N)=O (configuration not stated)
    10 | -4
- CC(=O)Nc1ccc2nc(-c3cccn3C)[nH]c2c1
    3 | 4
- S=C1NCCc2ccccc2C1c1ccccc1Cl (configuration not stated)
    -16 | 9
- O=C(CCSCc1ccc(Cl)cc1)NCc1ccco1
    0 | 4

# Part of the list above in a different format:
# Values in the order: TAG inh | TAG inh DAPI viability
Cc1cnc(CN(C)C(=O)C2CCC(=O)N(CCc3ccc(Cl)cc3)C2)[nH]1 (configuration not stated)
→ 2 | 3
CC(=O)Nc1ccc2nc(-c3cccn3C)[nH]c2c1
→ 3 | 4
CCCOc1ccc2oc(=O)c3c(c2c1)CCCN3C(=O)CN1CCN(c2ncccn2)CC1
→ 11 | -9
CCOC(=O)C1=C(C)NC(=O)NC1c1ccccc1OCc1c(F)cccc1Cl (configuration not stated)
→ -15 | -2

# Following part:
SMILES,TAG inh,TAG inh DAPI viability
CCC(C)(C)n1nnnc1C(c1ccc2ncccc2c1)N1CCN(c2ccc(O)cc2)CC1 (configuration not stated),-12,5
COc1ccc(S(=O)(=O)NCc2ccncc2)cc1NC(=O)c1ccccc1F,-7,0
Cc1[nH]c2ccccc2c1SCC(=O)NC1CCCCC1,-10,-4
COc1ccc(S(=O)(=O)Cc2ccc(C(=O)N3CCc4ccccc4C3)o2)cc1,-13,8
CC(=O)NNc1ncnc2c1cnn2-c1ccccc1,5,1
COc1cccc(CN(C)Cc2nc(Cc3ccccc3Cl)no2)c1,-1,4
O=C(COc1ccc2ccccc2c1)NNC(=O)c1ccc([N+](=O)[O-])cc1,8,-13
COC(=O)c1cccc(NC(=O)c2cccc(-n3cnnn3)c2)c1,-4,6
CCC1=C(OC(=O)N(CC)CC)N2C(=O)OC(=NCC3CC3)[C@]2(C)[C@H]2C1=CC[C@H]1C(=O)N(C)C(=O)[C@H]12,-1,-2
CCN=C(N/N=C/c1ccc([N+](=O)[O-])cc1)SC,-10,-2
CCOCCCNc1nc2nc3ccc(C)cn3c(=O)c2cc1C(=O)NCC1CCCO1 (configuration not stated),12,i
O=C(OCC(=O)N1CCOCC1)c1ccc[nH]c1=O,5,4
CCOC(=O)CSc1nc2sc(C)c(C)c2c(=O)[nH]1,20,-10
Cc1ncc(CO)c(/C=N/NC(=O)c2cc(Br)ccc2O)c1O,-11,-9
Cc1cccc(OCCCC(=O)NNC(=O)c2ccc(F)cc2)c1,-9,5
CCOC(=O)c1c(C)nc2sc3c(=O)n(-c4ccc(OC)cc4)cnc3c2c1-c1ccc(OC)cc1,5,-1
COc1ccc(NC(=O)c2ccc(NC(=O)CN3CCN(c4ccccc4O)CC3)cc2)cc1,3,3
CCOC(=O)c1cc(=O)n2nc(-c3ccccc3F)nc2s1,-19,7
CC/C(=N\NC(=O)C1CCCC1)c1ccc(Br)cc1,8,0
N#Cc1ccc(CN2CCN(C(=O)CNS(=O)(=O)c3ccc4c(c3)OCCCO4)CC2)cc1,-18,11
CCN(CC)c1ccc2c(C)c(CN3CCOCC3)c(=O)oc2c1,-26,70
CCN(CC(=O)Nc1ccc(OC)cc1)C(=O)CCS(=O)(=O)c1ccc(C)cc1,5,0
O=C1CC(c2ccc(F)cc2)CC(O)=C1C=NCCN1CCNCC1 (configuration not stated),1,-4
CCC1Nc2ncnc(N3CCOCC3)c2N(Cc2ccc(Br)cc2)C1=O (configuration not stated),0,0

# By substructure: the entries above with bromine
SMILES,TAG inh,TAG inh DAPI viability
O=C(Nc1ccc2c(c1)OCCO2)c1cncc(Br)c1,9,-8
Cc1ncc(CO)c(/C=N/NC(=O)c2cc(Br)ccc2O)c1O,-11,-9
CC/C(=N\NC(=O)C1CCCC1)c1ccc(Br)cc1,8,0
CCC1Nc2ncnc(N3CCOCC3)c2N(Cc2ccc(Br)cc2)C1=O (configuration not stated),0,0

# Next part:
SMILES,TAG inh,TAG inh DAPI viability
CN1CCN(CC(=O)Nc2nc3ccccc3s2)CC1,3,0
CCOC(=O)c1ccc(NC(=O)CN2C(=O)NC3(CCCCCCC3)C2=O)cc1,-3,2
COCCN(C(=O)COC(=O)CCc1c[nH]c2ccccc12)c1c(N)n(Cc2ccccc2)c(=O)[nH]c1=O,10,-7
Cc1csc2nc(CSc3nc4ccccc4o3)c(Br)n12,7,-8
CC(=O)C1=C(C)NC(SCC(N)=O)=C(C#N)C1c1ccco1 (configuration not stated),6,-4
Cc1cc(C)nc(/N=C(\N)Nc2ccc(OCc3ccccc3)cc2)n1,11,9
Cc1ccc(S(=O)(=O)c2nc(-c3cccs3)oc2SCC(N)=O)cc1,10,5
O=S1(=O)c2ccccc2OC(COCc2ccccc2)CN1C1CC1 (configuration not stated),-10,-2
COc1cccc(C(C)(O)c2nc(-c3ccc(F)cc3OC)cs2)c1 (configuration not stated),-4,8
CCc1c(O)nc(SCC(=O)Nc2ccccc2)n(-c2ccccc2C)c1=O,1,-6
Cc1cccc(Nc2nc(N)nc(CN3CCN(c4ccccc4F)CC3)n2)c1,-22,10
CCn1cc(C(=O)NCC2CCCO2)c(=O)c2cc(F)c(N3CCN(C)CC3)cc21 (configuration not stated),25,-9
O=C1NCCN/C1=C\C(=O)c1ccc(F)cc1,-7,4
COCCn1c(C)cc(C2=NNC(=NC3CC3)SC2)c1C,7,15
CC(=O)OC(C(=O)NCc1ccco1)c1ccncc1 (configuration not stated),-17,2
CCCCNCC(O)(c1ccc(Cl)cc1)c1ccc(Cl)cc1,-5,16
O=C(CCCC(=O)c1ccc(O)cc1)c1ccc(O)cc1,-27,4
O=C(Nc1ccc(C(=O)O)cc1)/C(=C\C=C\c1ccccc1)NC(=O)c1ccc(Br)cc1,9,4
CCCCN(C)C(=O)c1nc2ccccn2c1CNCCCn1nnc2ccccc21,1,7
CC(C)NC(=O)C1COc2ccccc2O1 (configuration not stated),4,-4
COc1ccc(S(=O)(=O)N2CCOCC2)cc1NC(=O)COc1ccc(C(C)=O)cc1OC,11,-2
CSC1=NC(C)(C)C=C(/C=C/c2ccc(Cl)cc2Cl)N1,11,-16
O=C1c2ccccc2C2NC(=O)C3(CCCCC3)N12 (configuration not stated),9,2
CSc1ccc(/C=N/N2CCN(Cc3ccccc3Cl)CC2)cc1,13,3
COC(=O)c1ccc(OC)c(CSc2nnc(COc3ccc(OC)cc3)o2)c1,-2,-5
COc1ccc(N2CCN(C(=O)c3ccc(Br)cc3)CC2)c([N+](=O)[O-])c1,-23,7
Cc1c(CC(=O)N2CCC(O)CC2)c(=O)oc2cc3c(cc12)CCC1(CCCCC1)O3,150,-95
Cc1ccc(S(=O)(=O)NC(CC(C)C)C(=O)N2CC(C)OC(C)C2)cc1 (configuration not stated),1,-1
CC(C)(C)OC(=O)N1CCCC(C(=O)Nc2ccc(C(=O)N3CCCC3)cc2)C1 (configuration not stated),7,-4
Cc1cc(Br)cc2c(C(=O)NCC3CCCO3)cc(-c3ccccc3)nc12 (configuration not stated),-19,-2
CCOC(=O)C(=O)N1CCN(c2cc3c(cc2[N+](=O)[O-])n(C)c(=O)n3C)CC1,3,5
COc1cc(-c2nnc(CSc3nnc(Nc4ccc(Oc5ccccc5)cc4)s3)o2)cc(OC)c1OC,3,11
O=C(Cc1cccc(C(F)(F)F)c1)Nc1ccccc1,-9,8
CC(C)(C)c1ccc(CC(=O)N2CCC2(C)C(=O)Nc2cccc3ccccc23)cc1 (configuration not stated),-6,-23
CN(/N=C/c1cccs1)c1cc(=O)n(C)c(=O)[nH]1,7,8
O=c1ccn2c(n1)SC(c1ccccc1)C2 (configuration not stated),9,-3
CSCCC(NC(=O)COc1ccccc1)C(=O)N1CCN(c2ccccc2O)CC1 (configuration not stated),-20,2
COc1cc(OC)cc(OCC(O)Cn2ccnc2C)c1 (configuration not stated),-12,21
CC(=O)c1c(O)cc(=O)oc1-c1ccc(C)cc1,-4,3
O=C(OCc1c(Cl)nc2sccn12)c1cc2c(s1)CCCC2,-27,-3
Cc1cc(OCCCC(=O)Nc2cc(S(=O)(=O)N3CCOCC3)ccc2N2CCOCC2)ccc1Cl,-19,2
Cc1ccc(CNC(=O)c2ccccc2-n2cnnn2)cc1,7,3
Nc1ncnc2nn(C3OC(CO)C(O)C3O)nc12 (configuration not stated),16,-20
CCCNC(=O)C(Cc1ccccc1)NC(=O)c1ccccc1 (configuration not stated),6,5
CCOC(=O)N1N=C(C)CC1(O)c1ccc(Cl)cc1 (configuration not stated),2,-6
CC1(C)CC(NC(=O)C(=O)NCCc2ccccc2)CC(C)(C)N1,4,-6
COc1cccc(NC(=O)c2cnc(NS(=O)(=O)c3ccccc3)nc2)c1,18,1
COc1ccc(/C(O)=C2/C(=O)C(=O)N(CCN(C)C)C2c2cccnc2)cc1C (configuration not stated),-6,11

# Some of the entries so far, as tab-separated lines.
mol	TAG inh	TAG inh DAPI viability
Cc1cc(OCCCC(=O)Nc2cc(S(=O)(=O)N3CCOCC3)ccc2N2CCOCC2)ccc1Cl	-19	2
O=C(OCc1c(Cl)nc2sccn12)c1cc2c(s1)CCCC2	-27	-3

# Other structures:
SMILES,TAG inh,TAG inh DAPI viability
Cc1nc([N+](=O)[O-])cn1CC(=O)c1ccccc1,-7,8
O=C(NC(=S)Nc1ccc(Br)c(Cl)c1)C1CC1,-2,1
COc1ccc(/C=N\NC(=O)C2COc3ccccc3O2)cc1O (configuration not stated),2,-1
CC(=O)Nc1ccc(NC(=O)C(C)OC(=O)CN2C(=O)C3CCCCC3C2=O)cc1 (configuration not stated),8,0
Cc1ccc(N(CC(=O)Nc2cc(Cl)ccc2Oc2ccccc2)S(C)(=O)=O)cc1C,20,-9
O=C(N/N=C/c1c(O)ccc2ccccc12)C(=O)N1CCCC1,-11,-21
